Shn3 inh set2 = reduction of Shn3 3'UTR firefly luciferase signal, primary screen, Schnurri-3 inhibitor project, cell-based, Clone20 osteoblasts, set 2 | 360,000 compounds, 0.52% hits | inhibition, % at 12.5 µM | AID 588674, 2011 | Clone20 osteoblast Shn3 3'UTR firefly luciferase, 24 h;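 active = mean inhibition of at least 75% with every replicate also reaching 75%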;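 also: 0% = median of neutral control wells and 100% = pilot-screen positive control compound; some compounds past the cut are filed as inactive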
NR2E3 ag-1 = inhibitors of NR2E3-RetCOR corepressor binding, primary screen, NR2E3 agonist project, biochemical, TR-FRET, GST-NR2E3, biotin-RetCOR. 1536-well. inhibition of corepressor binding, % at 4.78 µM. 320,000 compounds, 0.12% hits. AID 2300, 2010;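 active = percent inhibition above the cutoff of mean plus 3 SD of all tested compounds, set per screening campaign, cut at about 20% in these data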;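 also: 0% = DMSO wells and 100% = biotin wells as full block of FRET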
Target sequence (Q9Y5X4 whole entry, looked up): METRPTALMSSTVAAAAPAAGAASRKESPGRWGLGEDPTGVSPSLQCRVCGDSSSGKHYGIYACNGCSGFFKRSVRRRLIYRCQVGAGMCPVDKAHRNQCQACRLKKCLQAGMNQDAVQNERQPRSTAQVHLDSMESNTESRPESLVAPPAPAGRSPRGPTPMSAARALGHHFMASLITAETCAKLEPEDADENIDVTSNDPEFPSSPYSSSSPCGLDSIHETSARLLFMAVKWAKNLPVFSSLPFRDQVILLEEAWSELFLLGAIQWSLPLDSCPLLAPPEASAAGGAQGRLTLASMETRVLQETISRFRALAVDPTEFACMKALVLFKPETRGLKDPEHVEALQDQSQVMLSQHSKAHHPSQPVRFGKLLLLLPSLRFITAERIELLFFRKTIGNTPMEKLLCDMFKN
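System: GST-tagged NR2E3 plus biotinylated RetCOR corepressor; Amount: 1.35 nM GST-tagged NR2E3 final; Dosing: single nominal compound dose of 4.8 µM; Schedule: 5 h incubation at 4 °C; Technique: TR-FRET with europium anti-GST and streptavidin-D2, 340 nm excitation; Controls: biotin wells as high control, 0.6% DMSO wells as low control.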
Peg3 promoter = Peg3 promoter-driven luciferase inhibitors, primary screen, cell-based, HeLa, luciferase luminescence; HeLa PEG-Prom luciferase reporter, overnight; inhibition, % at 20 µM; 360,000 compounds, 1.7% hits;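 active = inhibition of at least 50% at 20 µM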
PDI inh = inhibitors of human PDI, primary screen, biochemical, turbidity, single point, plate reader; Protein disulfide-isomerase (Homo sapiens), P07237; PDI insulin aggregation turbidity, A650, 90 min; inhibition, % at 10 µM; 350,000 compounds, 0.052% hits; AID 588391, 2011;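 active = mean inhibition across replicates of 30% or more, whatever share of single replicates reach that level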;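 also: absorbance from insulin aggregation driven by PDI reduction with DTT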
Target sequence (P07237 whole entry, looked up): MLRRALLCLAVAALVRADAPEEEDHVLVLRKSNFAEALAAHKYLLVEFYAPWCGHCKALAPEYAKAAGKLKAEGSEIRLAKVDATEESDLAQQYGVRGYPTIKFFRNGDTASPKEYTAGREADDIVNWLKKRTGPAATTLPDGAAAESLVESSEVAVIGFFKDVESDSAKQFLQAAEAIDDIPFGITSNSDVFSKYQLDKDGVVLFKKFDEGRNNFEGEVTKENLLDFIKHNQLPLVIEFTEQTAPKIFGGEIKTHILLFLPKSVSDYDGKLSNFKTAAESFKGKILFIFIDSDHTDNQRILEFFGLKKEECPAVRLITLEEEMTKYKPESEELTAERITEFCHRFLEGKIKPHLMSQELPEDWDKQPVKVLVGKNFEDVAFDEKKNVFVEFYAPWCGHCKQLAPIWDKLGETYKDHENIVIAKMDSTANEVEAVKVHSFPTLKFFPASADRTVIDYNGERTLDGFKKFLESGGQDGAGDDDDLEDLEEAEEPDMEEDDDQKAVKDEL
CaV13 FRET inh = Primary screen for inhibitors of IQ motif and Ca2+-dependent inactivation inhibitor domain binding in CACNA1D, Förster resonance energy transfer in living cells, …. HEK cells, CFP/YFP FRET ICDI-IQ, plate reader, 10 min; percent FRET-ratio fall versus neutral wells. inhibition, % at 12.3 µM. 340,000 compounds, 0.098% hits. AID 743397;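 active = mean replicate inhibition of at least 30% and at least 1% of replicates passing that level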;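 also: 0% = median of the neutral control wells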
KKLEB cytotox = cytotoxicity in KKLEB CF airway cells, primary screen, cytotoxicity control for CF NF-kB inhibitor project, cell-based, uHTS, fluorescence assay plates | KKLEB CF airway cells viability, ATPlite luminescence, overnight; active compounds read low; cells stimulated with P. aeruginosa culture filtrate | activity change (cytotoxicity), % at 5 µM | 360,000 compounds, 0.36% hits;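 active = corrected activity change at or below -50% at 5 µM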
CF NFkB inh = inhibitors of PAF-induced NF-kB signaling, primary screen, cell-based, GFP fluorescence, uHTS; 360,000 compounds, 0.86% hits; KKLEB NF-kB-GFP reporter, GFP fluorescence overnight; inhibition, % at 5 µM;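 active = at least 50% inhibition at 5 µM, scaled per plate between neutral and stimulator controls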;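 also: PAF is a Pseudomonas aeruginosa culture filtrate used as stimulus; plate controls were PAF-stimulated DMSO wells for no effect and unstimulated DMSO wells for full effect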
Vif imaging = HIV Vif self-association inhibitors, primary screen, imaging, HEK293T, single point; inhibition, % at 7.49 µM; HEK293T cells, Vif self-association by quenched fluorescence, 24 h; AID 602346, 2012; 340,000 compounds, 0.35% hits; in the data active = inhibition above about 50%, passing the limit was not always enough; also: some results filed as inactive read as strong as hits
NR2E3 ag-2 = NR2E3 agonists in two-hybrid cells, primary screen, cell-based, luminescence, CHO-S, Gal4-NCOR/VP16-NR2E3. Photoreceptor-specific nuclear receptor (Homo sapiens), Q9Y5X4. inhibition of corepressor binding, % at 3.98 µM. 360,000 compounds, 0.35% hits. luciferase. AID 602229, 2012;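 active = inhibition above the mean of all tested compounds plus 3 SD, cut at about 70% in these data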;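 also: 0% = DMSO with NR2E3 transfected cells and 100% = cells lacking NR2E3 construct; higher means lower luciferase signal from less NR2E3 corepressor binding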
TRPM1 prom inh = inhibitors of MITF-dependent TRPM1 promoter reporter, primary screen, cell-based, SK-MEL-5, single point, luciferase | SK-MEL-5 TRPM1 promoter luciferase, 24 h | inhibition, % at 12.5 µM | 330,000 compounds, 0.83% hits;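 active = mean inhibition across replicates of 60% or more, whatever share of single replicates reaches that level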; also: values of inactives mirror those of a sister screen read the other way
HIF-2a block = HIF-2a reporter inhibitors, primary screen, luminescence, 786-0 RCC cells. 786-0 RCC cells HIF-2a reporter, luciferase luminescence, overnight. inhibition, % at 18.8 µM. 360,000 compounds, 0.72% hits. AID 624352, 2012;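 active = inhibition of the luminescence signal of 40% or more relative to plate controls, in a single-dose primary screen at 18.75 µM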
* hit, by the source's call; . = no result given. The order is random (roughly 3.3% active in at least one column).

SMILES	Shn3 inh set2	NR2E3 ag-1	Peg3 promoter	PDI inh	CaV13 FRET inh	KKLEB cytotox	CF NFkB inh	Vif imaging	NR2E3 ag-2	TRPM1 prom inh	HIF-2a block
COC(=O)c1ccc(COc2cc(O)c3c(c2)OC(C)(C)CC3=O)cc1	4.7	2.3	-102.9	0.7	.	10.9	-8.5	5.5	-77.9	-27.3	20.8
Cc1cc(NS(=O)(=O)c2ccccc2)c([N+](=O)[O-])cc1C	-3.5	-1.2	11.1	0.4	-5.1	-11.5	-7.6	-3.9	-6.8	6.8	7.2
COc1ccc(-n2cnnc2SCC(=O)Nc2cc(S(=O)(=O)N3CCCCC3)ccc2C)cc1	19.6	5.2	16.3	0.0	-2.7	-20.7	2.5	-1.7	-10.9	-1.0	19.0
CCOC(=O)N1CCN(C(=O)c2ccccc2NC(=O)c2ccc(OC)cc2)CC1	-3.8	0.7	5.9	-0.8	.	-7.8	16.4	.	8.8	10.0	6.7
COc1cccc(CN(C)C(=O)c2cccc(S(=O)(=O)N3CCN(c4ccccc4)CC3)c2)c1OC	80.4	.	23.8	-6.7	-6.9	9.3	-1.8	12.1	55.1	18.6	27.5
CCOC(=O)[C@H]1[C@H]2COc3ccc(Cl)cc3[C@@H]2N2C(=O)[C@@H](CO)NC(=O)[C@@]12C	-9.3	.	2.2	7.2	-4.7	3.3	-22.9	-3.1	5.2	.	9.1
CCc1cccc(CC)c1C(O)c1cccnc1 (configuration not stated)	-2.6	-0.1	-1.9	4.0	-5.4	-1.8	15.4	-2.7	-21.1	15.9	29.5
CC(C)(C)c1ccc(N/N=C(\C#N)S(=O)(=O)C(C)(C)C)cc1	-0.4	-0.5	30.9	4.0	-1.7	-6.3	29.4	1.8	-4.9	10.3	-9.6
O=C(c1ccc(=O)oc1)N1CCCc2ccccc21	7.0	1.0	-43.1	0.2	.	-2.3	-1.8	26.8	-19.0	-5.3	-28.0
O=C(O)c1cccc(CN2C(=O)S/C(=C/c3cccc([N+](=O)[O-])c3)C2=O)c1	39.0	2.5	13.9	-6.1	-9.9	-1.2	10.7	-13.0	-4.8	3.1	35.2
O=C(Nc1cccnc1Cl)c1cc(-c2ccc(Br)cc2)on1	-27.8	2.3	-6.7	1.2	-7.4	1.3	-1.5	15.7	7.4	-28.5	-35.0
CC(=O)Nc1ccc(C(=O)CSc2nnc(C)o2)cc1	-1.8	2.2	-4.7	-2.5	-5.0	6.0	-6.0	38.0	-10.1	-10.1	-24.6
O=C(OCc1cn([C@@H]2CN(CC3CCCCC3)[C@@H](c3ccc(Cl)cc3)C[C@H]2O)nn1)c1ccccc1	2.9	.	-3.1	9.9	-5.6	-12.6	18.0	.	11.4	.	0.9
CC1CCN(C(=O)COC(=O)c2cc3ccccc3cc2O)CC1	-0.5	1.1	-66.5	7.5	-5.1	8.9	-3.6	-3.7	-3.5	-13.2	-130.5
O=C(C[n+]1ccccc1)Nc1nc2ccccc2s1	-74.7	-1.3	-35.9	-11.3	-4.2	6.7	-15.0	1.1	-27.8	-7.3	-15.2
CCC(=NNS(=O)(=O)c1ccc(C)cc1)c1ccccc1	14.9	.	1.1	-8.7	-9.5	-9.5	11.4	7.4	-8.0	.	0.1
COc1ccc(OCCOC(=O)CNC(=O)c2ccc(Cl)cc2Cl)cc1	5.3	0.1	3.2	-8.0	-5.8	-15.3	16.3	14.5	3.9	-1.5	-9.1
O=C(COC(=O)CCCNC(=O)c1ccc(Cl)cc1)NCc1ccccc1Cl	11.5	-1.1	12.1	-1.3	-4.2	-1.6	-2.9	-7.1	25.0	4.0	2.1
COc1ccc(-c2nsc(C(=O)N(c3ccc(F)cc3)C(C(=O)NC3CCCC3)c3ccc(OC)cc3)c2N)cc1 (configuration not stated)	42.8	2.9	1.7	-1.4	-3.8	-21.3	13.6	-4.3	-33.9	10.9	6.7
CC(C)(C)c1ccc(COC(=O)CNC(=O)CNC(=O)Cc2ccccc2)cc1	-28.5	-1.4	2.5	-12.6	-5.6	0.8	-7.4	-5.5	-19.8	-9.2	3.4
COc1ccccc1NC(=O)CSc1nnnn1-c1ccc(C(=O)O)cc1	9.4	2.5	1.9	-1.9	.	-3.5	-10.6	11.8	-1.2	10.3	15.2
Cc1cc(N2CCN(C/C=C/c3ccccc3)CC2)n2ncnc2n1	76.0	2.7	19.7	-0.6	-4.8	-7.2	8.9	-9.1	48.7	18.1	-11.0
CC(C)C[C@H](NC(=O)N1c2ccccc2NC(=O)[C@@H]1C(C)C)C(=O)N[C@@H](Cc1ccccc1)C(=O)O	-4.8	1.8	9.2	.	.	1.8	-7.4	0.1	-6.2	-6.7	9.0
CC(C)c1nnc(NC(=O)c2cccnc2)s1	-13.0	-0.1	-23.7	1.3	-5.5	-4.6	10.7	-7.1	-26.8	1.5	-45.2

Single entries from the list.
Entry of O=C(COC(=O)CCCNC(=O)c1ccc(Cl)cc1)NCc1ccccc1Cl in TRPM1 prom inh: 4.0
Entry of COc1ccc(OCCOC(=O)CNC(=O)c2ccc(Cl)cc2Cl)cc1 in PDI inh: -8.0

Another view of part of the listing above.
| compound | Shn3 inh set2 | NR2E3 ag-1 | Peg3 promoter | PDI inh | CaV13 FRET inh | KKLEB cytotox | CF NFkB inh | Vif imaging | NR2E3 ag-2 | TRPM1 prom inh | HIF-2a block |
| --- | --- | --- | --- | --- | --- | --- | --- | --- | --- | --- | --- |
| O=C(O)c1cccc(CN2C(=O)S/C(=C/c3cccc([N+](=O)[O-])c3)C2=O)c1 | 39.0 | 2.5 | 13.9 | -6.1 | -9.9 | -1.2 | 10.7 | -13.0 | -4.8 | 3.1 | 35.2 |
| O=C(Nc1cccnc1Cl)c1cc(-c2ccc(Br)cc2)on1 | -27.8 | 2.3 | -6.7 | 1.2 | -7.4 | 1.3 | -1.5 | 15.7 | 7.4 | -28.5 | -35.0 |
| CC(=O)Nc1ccc(C(=O)CSc2nnc(C)o2)cc1 | -1.8 | 2.2 | -4.7 | -2.5 | -5.0 | 6.0 | -6.0 | 38.0 | -10.1 | -10.1 | -24.6 |
| O=C(OCc1cn([C@@H]2CN(CC3CCCCC3)[C@@H](c3ccc(Cl)cc3)C[C@H]2O)nn1)c1ccccc1 | 2.9 | . | -3.1 | 9.9 | -5.6 | -12.6 | 18.0 | . | 11.4 | . | 0.9 |
| CC1CCN(C(=O)COC(=O)c2cc3ccccc3cc2O)CC1 | -0.5 | 1.1 | -66.5 | 7.5 | -5.1 | 8.9 | -3.6 | -3.7 | -3.5 | -13.2 | -130.5 |
| O=C(C[n+]1ccccc1)Nc1nc2ccccc2s1 | -74.7 | -1.3 | -35.9 | -11.3 | -4.2 | 6.7 | -15.0 | 1.1 | -27.8 | -7.3 | -15.2 |
| CCC(=NNS(=O)(=O)c1ccc(C)cc1)c1ccccc1 | 14.9 | . | 1.1 | -8.7 | -9.5 | -9.5 | 11.4 | 7.4 | -8.0 | . | 0.1 |
| COc1ccc(OCCOC(=O)CNC(=O)c2ccc(Cl)cc2Cl)cc1 | 5.3 | 0.1 | 3.2 | -8.0 | -5.8 | -15.3 | 16.3 | 14.5 | 3.9 | -1.5 | -9.1 |
| O=C(COC(=O)CCCNC(=O)c1ccc(Cl)cc1)NCc1ccccc1Cl | 11.5 | -1.1 | 12.1 | -1.3 | -4.2 | -1.6 | -2.9 | -7.1 | 25.0 | 4.0 | 2.1 |
| COc1ccc(-c2nsc(C(=O)N(c3ccc(F)cc3)C(C(=O)NC3CCCC3)c3ccc(OC)cc3)c2N)cc1 (configuration not stated) | 42.8 | 2.9 | 1.7 | -1.4 | -3.8 | -21.3 | 13.6 | -4.3 | -33.9 | 10.9 | 6.7 |
| CC(C)(C)c1ccc(COC(=O)CNC(=O)CNC(=O)Cc2ccccc2)cc1 | -28.5 | -1.4 | 2.5 | -12.6 | -5.6 | 0.8 | -7.4 | -5.5 | -19.8 | -9.2 | 3.4 |
| COc1ccccc1NC(=O)CSc1nnnn1-c1ccc(C(=O)O)cc1 | 9.4 | 2.5 | 1.9 | -1.9 | . | -3.5 | -10.6 | 11.8 | -1.2 | 10.3 | 15.2 |

Additional results.
SMILES	Shn3 inh set2	NR2E3 ag-1	Peg3 promoter	PDI inh	CaV13 FRET inh	KKLEB cytotox	CF NFkB inh	Vif imaging	NR2E3 ag-2	TRPM1 prom inh	HIF-2a block
O=C(Nc1ccc(Cl)cc1)C1Cc2c(-c3cccc(F)c3)ccnc2O1 (configuration not stated)	2.3	.	9.2	12.5	-6.5	-3.5	-44.9	-8.8	-18.2	.	9.6
Cc1onc(-c2ccccc2)c1C(=O)Nc1nnc(CC(C)C)s1	3.2	-0.8	9.1	3.4	-6.4	13.4	-25.0	19.4	-14.2	-0.1	8.9
CC(=O)c1cc(-c2ccccc2)n(CC(=O)NCc2cccs2)c1C	12.2	-2.6	11.2	2.7	-0.8	3.6	-24.6	-1.7	5.4	8.4	16.6
CN1CCN(c2nc(-c3ccc(Cl)cc3)nc3ccccc23)CC1	13.9	.	29.2	15.1	-1.9	-21.1	5.6	-9.8	-55.5	-12.9	4.0
CCN1CCN(c2ccc(NC(=O)c3cccnc3)cc2Cl)CC1	-4.9	2.0	-26.5	2.4	-3.3	-10.3	11.2	0.0	-0.6	-13.3	-65.9
